D2 PAM: positive allosteric modulators of human D2 dopamine receptor; HEK293 T-REx D2, calcium flux, EC20 dopamine potentiation; potentiation, % at 10 µM; actives 0.34% (n = 340,000); AID 485347;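 active = potentiation over 3 SD above the plate norm, cut at about 30% in these data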; note: 0% is about no effect
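Potentiation of an EC20 dopamine calcium response measured kinetically over 180 s, after a preceding 180 s compound-only read flagging agonists. Cells: inducible Hek293 Trex D2 line, 4000/well, cultured overnight at 30 C before dye loading.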
Vif-A3G inh: inhibitors of Vif-APOBEC3G interaction | Q9HC16 | HeLa A3G-eYFP + Vif (tagged APOBEC3G with the HIV-1 protein that degrades it), YFP fluorescence, overnight | Potency, µM (titrated, usually from 46.1 µM), for inactives: top-dose activity, negative = active, hits mostly inhibitors | actives 0.076% (n = 410,000) | AID 602310;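 note: potency is the fitted concentration of half-maximal effect; % is set by controls: 0 for no effect and ±100 for the full control effect; nearly all actives have a fitted effect of over 60% in size; hits raise eYFP signal because A3G escapes Vif-driven loss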
Target sequence (Q9HC16 whole entry, looked up): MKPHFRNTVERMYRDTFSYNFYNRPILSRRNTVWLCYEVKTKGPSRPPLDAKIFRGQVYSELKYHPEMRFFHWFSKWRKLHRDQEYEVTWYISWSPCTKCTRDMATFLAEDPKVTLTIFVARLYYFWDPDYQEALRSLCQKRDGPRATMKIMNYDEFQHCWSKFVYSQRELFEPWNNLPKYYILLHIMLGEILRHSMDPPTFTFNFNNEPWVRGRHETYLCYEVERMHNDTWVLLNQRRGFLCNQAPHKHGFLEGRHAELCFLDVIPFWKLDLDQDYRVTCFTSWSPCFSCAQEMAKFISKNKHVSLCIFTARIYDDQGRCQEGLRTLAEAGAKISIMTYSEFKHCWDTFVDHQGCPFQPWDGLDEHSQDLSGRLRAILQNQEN
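HeLa cells stably expressing Vif and C-terminally eYFP-tagged A3G, seeded overnight at 37 deg C, then exposed to compound by pintool overnight at 37 deg C. Rise in yellow fluorescence (Ex 488/Em 500-530, Acumen) marks blocked Vif-driven A3G degradation.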
RXFP1 agonist: RXFP1 (human) receptor agonism. Q9HBX9. HEK293T-RXFP1 cAMP TR-FRET, 30 min; response scale: percent of porcine relaxin response, buffer zero. Potency, µM (series often up to 57.5 µM), for inactives: at the highest dose activation, actives largely listed as activators. actives 0.3% (n = 370,000). AID 2676; note: potency is the fitted concentration of half-maximal effect; % is set by controls: 0 for no effect and ±100 for the full control effect; nearly all actives have a fitted effect of over 60% in size; many of its hits are not listed in these tables
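cAMP rise read by TR-FRET after 30 min, 37C compound exposure (up to 58 uM) in RXFP1-transfected HEK293 cells with Ro 20174 present. EC50 from Hill-equation fits, with 29 nM porcine relaxin as 100% and buffer as basal.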
GRP78 ERSR act: ER stress response induction in glioma | U87-MG GRP78 promoter luciferase reporter, 16 h | Potency, µM, for the others: at the highest dose activation, usual class: activators | actives 0.02% (n = 420,000) | AID 602332; note: potency is the fitted concentration of half-maximal effect; series mostly up to about 76 µM; % of control where 0% means no effect; nearly all actives have a fitted effect of over 35% in size
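Stably transfected U87-MG glioma cells carrying a GRP78-based luciferase sensor; 16 h compound incubation. Luminescence end-point read 10 min after Bright-Glo addition at room temperature.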
RXFP1 antag: antagonists of human relaxin receptor RXFP1; actives 0.59% (n = 350,000); activity change, negative = inhibition, % at 57.5 µM; Q9HBX9; AID 1259400; HEK293-RXFP1, relaxin-stimulated cAMP HTRF, 30 min; stronger effect = lower value;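 active = activity change of -60% or lower, but not beyond a set lower limit; inconclusive = change between -60% and -40%, or beyond the set limit; inactive = change above -40%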; note: % is set by controls: 0 for no effect and ±100 for the full control effect
D1 PAM: enhances dopamine response at the human D1 receptor | P21728 | HEK293 TREx D1 cells, calcium flux, dopamine EC20 potentiation | potentiation, % at 10 µM | actives 0.036% (n = 360,000); in the data active = potentiation above about 30%; note: 0% is about no effect
Target sequence (P21728 whole entry, looked up): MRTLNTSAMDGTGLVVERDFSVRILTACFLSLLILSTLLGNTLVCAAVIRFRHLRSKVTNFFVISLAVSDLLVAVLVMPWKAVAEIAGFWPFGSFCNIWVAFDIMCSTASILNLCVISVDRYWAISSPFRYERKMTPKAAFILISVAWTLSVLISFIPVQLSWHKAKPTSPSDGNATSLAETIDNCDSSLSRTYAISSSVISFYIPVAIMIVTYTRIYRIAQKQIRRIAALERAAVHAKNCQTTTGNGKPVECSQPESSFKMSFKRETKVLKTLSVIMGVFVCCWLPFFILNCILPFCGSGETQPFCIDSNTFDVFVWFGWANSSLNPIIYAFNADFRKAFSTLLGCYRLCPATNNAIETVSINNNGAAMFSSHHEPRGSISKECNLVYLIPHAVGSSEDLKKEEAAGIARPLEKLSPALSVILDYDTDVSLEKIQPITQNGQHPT
D1 antag: human D1 dopamine receptor antagonism; HEK293 TREx D1 cells, calcium flux, dopamine EC80; stronger effect = lower value; activity change, negative = inhibition, % at 10 µM; actives 3.2% (n = 360,000); P21728; in the data active = activity change below about -30%; note: % is set by controls: 0 for no effect and ±100 for the full control effect
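Allosteric or orthosteric antagonism assessed as attenuation of the calcium response to EC80 dopamine, added 180 s after compound, in induced HEK293 Trex D1 cells loaded with no-wash calcium dye.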
Vif-A3F inh: inhibitors of Vif-A3F interaction; HeLa A3F-eYFP + Vif (tagged APOBEC3F with the HIV-1 protein that degrades it), YFP fluorescence increase; Potency, µM (highest dose often 46.1 µM), without a hit: top-dose activity, negative = active; actives 0.2% (n = 390,000); AID 602313; note: potency is the fitted concentration of half-maximal effect; % of control where 0% means no effect; nearly all actives have a fitted effect of over 65% in size
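HeLa cells stably expressing Vif plus C-terminally eYFP-tagged A3F were seeded, incubated overnight at 37 deg C, dosed with compound, incubated overnight again at 37 deg C. Yellow fluorescence (Ex 488/Em 500-530) reported blocked Vif-mediated A3F-eYFP degradation.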
D1 agonist: activates the human D1 dopamine receptor; P21728; actives 1% (n = 360,000); activation, % at 2 µM; HEK293 T-REx D1 cells, calcium flux, agonist mode; AID 504660; in the data active = activation above about 30%; note: 0% is about no effect
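Tetracycline-induced HEK293 TREx D1 cells, force-coupled to calcium signalling, were dye-loaded with a no-wash calcium kit. Compound was pin-added after a 10 s baseline. Fluorescence was read kinetically at 1 cycle/s for 180 s, with calcium rises flagged as agonism.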
* = called active by the depositor; ? = inconclusive; . = no result given; & = joins results of further samples. Unless noted, calls come from the whole dose curve; as a rule, active = well fitted curve in the direction sought with a large enough effect; inconclusive = small, poorly fitted or top-dose-only effect, or another doubt; inactive = no such curve, though single readings can be large; an effect the other way counts as inactive or inconclusive.

SMILES,D2 PAM,Vif-A3G inh,RXFP1 agonist,GRP78 ERSR act,RXFP1 antag,D1 PAM,D1 antag,Vif-A3F inh,D1 agonist
O=C(NC(=S)Nc1cc([N+](=O)[O-])ccc1O)C1CC1,-1,-2%,3.9%,7%,-8,2,-18,-13%,3
O=C(NCCc1cccnc1)C1CCC(=O)N(Cc2ccc(Cl)cc2)C1 (configuration not stated),11,3%,2.3%,-3%,11,-2,-2,-4%,1
CC(Sc1ccc(S(=O)(=O)N(C)C)cn1)C(=O)NC1CCCC1 (configuration not stated),4,-1%,-2.5%,-1%,-2,-1,10,2%,0
O=C(O)c1ccccc1C(=O)Nc1ccc(S(=O)(=O)NC2CCCCC2)cc1,16,1%,1.6%,-4%,-2,-4,5,-7%,1
COc1ccccc1NS(=O)(=O)c1cc(C(=O)NCc2cccnc2)ccc1C,-7,-1%,-0.5%,-6%,11,-9,-6,7%,1
CCCCn1c(N)c(N(CCC(C)C)C(=O)CSc2nnc3ccccn23)c(=O)[nH]c1=O,-8,3%,1.9%,-1%,20,2,9,-4%,2
CC(C)N(Cc1ccccc1)C(=O)COC(=O)c1cnc(Cl)c(Cl)c1,.,-6%,.,2%,-72*,.,.,2%,.
O=C(CSc1nc2ccc(N3CCOCC3)cc2c(=O)n1CCc1ccccc1)NCC1CCCO1 (configuration not stated),.,0%,2.0%,1%,2,-2,0,1%,1
CN(C)S(=O)(=O)c1cc(NC(=O)CN2C(=O)NC3(CCCc4ccccc43)C2=O)ccc1Cl (configuration not stated),13,-1%,0.6%,-6%,-12,-6,-17,3%,13
Cc1ccc(CN2CCN(Cc3cccc(OCCO)c3)CC2CCO)o1 (configuration not stated),1,0%,3.8%,0%,21,-2,6,-22%,1
Cc1sc(NC(=O)c2cccc(N3C(=O)CCC3=O)c2)nc1-c1ccccc1,0,4%,1.9%,-1%,-15,-8,-13,2%,3
COc1ccc(-c2onc(C)c2C)cc1S(=O)(=O)Nc1ccc(OC(F)(F)F)cc1,0,1%,-0.7%,6%,-20,0,-28,-4%,2
COc1ccc(-c2csc3nc(C)nc(N4CCC(C)CC4)c23)cc1OC,12,?,1.9%,-4%,?,1,51,10%,2
CCN(CC)CCC(=O)NC(C)(C)Cc1ccc(O)cc1,-10,1%,0.1%,-6%,12,5,45,-2%,4
Cc1ccc(CNC(=O)c2ccc3c(c2)CCN3S(=O)(=O)c2ccc(Br)cc2)cc1,-4,4%,-0.5%,-2%,-6,0,-6,0%,3
Cc1ccc(S(=O)(=O)Cc2cccc(C(=O)N3CCOCC3)c2)cc1,.,0%,0.2%,-5%,-4,-2,21,-8%,2
COC(=O)c1cc2n(n1)CCN(Cc1ccc(C)cc1)C2=O,4,1%,1.1%,-9%,0,-5,3,0%,5
COC(=O)c1ccc2c(c1)N(Cc1ccc(Cl)cc1)C(=O)c1ccccc1S2,-7,0%,1.9%,-3%,.,0,10,-4%,4
COC(=O)c1c(Sc2ccccc2)c2ccccc2n1C,5,-14%,14%,-3%,-11,-3,12,-6%,4
Cc1ccc(C2C(C#N)=C(N)OC3=C2C(=O)CCC3)s1 (configuration not stated),-3,-7%,2.5%,-4%,-5,-1,0,-3%,2
O=[N+]([O-])c1cc(-c2nc(-c3ccccc3)no2)ccc1N1CCCC1,0,-1%,2.2%,-9%,.,2,-15,-1%,6
Cc1ccc2occ(-c3cc(-c4ccc(F)cc4)nc4c3COc3ccc(F)cc3-4)c(=O)c2c1,-2,-5%,-0.3%,2%,.,-6,-8,-4%,-1
O=C(O)c1c(-c2ccccc2)c(-c2ccccc2)nc2ccccc12,-4,0%,0.2%,0%,6,3,-20,-17%,-1
O=C(NCCCc1ccccc1)c1cc([N+](=O)[O-])ccc1Cl,0,0%,-0.4%,-5%,-1,2,-11,0%,3
O=C(NC1CCCc2ccccc21)c1c(F)cccc1Cl (configuration not stated),-6,1%,3.8%,-2%,-9,.,-23,-6%,1
Cc1c(C(=O)N2CCN(c3ccccc3)CC2)oc2c(F)cccc12,-6,?,0.0%,3%,-17,2,16,-13%,4
Cc1csc(=O)n1CC(=O)OCC(=O)NCc1ccc(Cl)cc1Cl,0,2%,0.0%,-3%,-14,0,0,2%,1
O=C(O)c1cc(-n2nnnc2SCc2ccccc2F)ccc1Cl,-5,1%,0.7%,-2%,7,0,2,-1%,0
O=C(O)CN1C(=O)/C(=C/c2ccc(N3CCCCC3)o2)SC1=S,-4,0%,2.0%,-6%,0,8,-14,-24%,7
CCOC(CNC(=O)Cn1nc(C)c2ccccc21)OCC,-1,6%,0.6%,-3%,1,-5,7,-1%,0
O=C(COc1ccccc1Cl)NCCNC(=O)c1cnccn1,-5,0%,3.1%,0%,20,-9,-6,12%,2
O=C(CN1CCN(c2ccc(O)cc2)CC1)Nc1cc(S(=O)(=O)N2CCOCC2)ccc1Cl,-5,1%,1.5%,-6%,4,5,13,-1%,5
Cc1ccc(CCNC(=O)CN(C)S(=O)(=O)c2cnc[nH]2)cc1,-11,1%,-4.4%,-2%,-8,6,-1,5%,0
O=C(O)Cn1c(CC(=O)N2CCCC2)nc2ccccc21,0,-1%,0.6%,?,-6,-7,11,-4%,1
CSc1ccc(NC(=O)N2CC=C(n3c(=O)[nH]c4ccccc43)CC2)cc1,-6,-27%,-0.5%,-1%,-27,1,-9,4%,1
O=c1c2c(nc3c(-c4ccc(Cl)cc4)c[nH]n13)CCC2,-15,0%,1.5%,-2%,-5,1,16,-1%,-5
COC(=O)[C@@H]1C[C@@]2(O)[C@H](O)[C@H](O)[C@H](O)C[C@H]2N1Cc1ccc(-c2ccccc2)cc1,-4,3%,0.0%,-3%,.,-1,-1,3%,2
COCCCNC(=O)/C(C#N)=C/c1c(N2CCN(c3ccc(OC)cc3)CC2)nc2c(C)cccn2c1=O,4,-1%,14%,0%,-17,-10,-6,-2%,1
COc1ccc(OC)c(/C=C2\SC(N3CCCCC3)=NC2=O)c1,-6,-15%,7.5%,2%,34,12,-5,3%,0
Cc1cc(-c2onc(C)c2C(=O)O)no1,8,-1%,-3.5%,-3%,-12,2,3,8%,4
CC1CC(C)CN(CCCNC(=O)CCNC(=O)Cn2cnc3ccccc3c2=O)C1 (configuration not stated),-2,-2%,4.1%,-4%,9,-9,1,-16%,1
Cc1cccc(OCC(=O)Nc2ccc3c4c(cccc24)CC3)c1C,2,3%,3.1%,0%,-6,2,-47*,0%,3
O=C(CCCCCCC(=O)NCc1ccccc1)NCc1ccccc1,-1,2%,3.3%,-4%,0,-3,0,-12%,1
Cc1csc(=O)n1CC(=O)OC(C)C(=O)Nc1ccc(N(C)C)cc1 (configuration not stated),.,-2%,.,1%,-18,.,.,7%,.
COc1ccccc1NC(=O)c1cc(N)cc(C(=O)Nc2ccccc2OC)c1,.,-3%,.,-2%,9,.,.,-12%,.
COc1cn(CC(=O)Nc2cc(C)cc(C)c2)c(CN2CCCCC2)cc1=O,-2,-4%,-0.9%,0%,3,-2,18,-9%,1
CC(C)(C)NCC(=Cc1ccccc1)C(=O)c1ccccc1,.,?,.,-13%,-26,.,.,?,.
Cc1[nH]c2ccccc2c1N=Nc1ccccc1C(=O)O,15,-11%,-0.8%,4%,-11,9,7,7%,1
Cc1ccc(C(=O)Nc2nc(=O)n(C(=O)C3CC3)s2)cc1,3,-3%,-0.1%,5%,-5,-2,0,0%,4
Cc1ccc(-n2nc(C(=O)N3CCN(c4cc(Cl)ccc4C)CC3)c(=O)n(C)c2=O)cc1,-12,5%,-1.3%,-3%,-12,-3,2,2%,13
Cn1c(NC(=S)Nc2ccccc2)nc2ccccc21,.,-1%,16%,-7%,-13,-2,-13,-3%,2
Cc1ccccc1Cn1cc(S(=O)(=O)c2ccc(C(C)C)cc2)c(=O)c2cc3c(cc21)OCO3,.,-1%,.,-3%,-16,.,.,-10%,.
COc1ccc(NC(=O)c2oc3ccc(S(=O)(=O)N4CCCCC4)cc3c2C)cc1,-12,-7%,-0.1%,-4%,-40,4,-3,1%,-2
COC(=O)c1cccc(-n2nnnc2SCC(=O)Nc2nc3c(s2)CCCC3)c1,-7,4%,-0.1%,-3%,-16,-5,6,-11%,2
CN(C)c1ccc(C=Nc2ccccc2)cc1,5,0%,-0.9%,-1%,6,-2,11,3%,2
CCCOc1ccc(CNC(=O)Cn2c(=O)oc3ccccc32)cc1,0&9,-1%&4%,0.9%&1.4%,-1%&-2%,-9,1&1,-1&29,4%&1%,5&7

(further entries)
SMILES,D2 PAM,Vif-A3G inh,RXFP1 agonist,GRP78 ERSR act,RXFP1 antag,D1 PAM,D1 antag,Vif-A3F inh,D1 agonist
Cc1ccc(NC(=O)/C=C/c2ccccc2)c(Br)c1,4,2%,2.1%,-3%,-17,-2,-3,0%,4
CCOc1cc(C)nc(N2CCC(C(=O)NCC3CCCO3)CC2)n1 (configuration not stated),.,0%,.,-3%,-1,.,.,2%,.
CCCC(=O)Nc1sc2c(c1C(=O)OCC)CC(C)(C)OC2,8,-6%,1.6%,-3%,-4,1,0,-7%,4
CC(C)OCCCNC(=O)c1cc2c(s1)CS(=O)(=O)C2,-1,1%,1.1%,-6%,6,-2,-8,-16%,1
Cc1oc(-c2cccc(C(F)(F)F)c2)nc1CN1CCOCC1,5,4%,0.1%,-1%,8,0,4,8%,1
COc1ccc(C(=O)NCc2nnc(SCC(=O)Nc3cc(OC)ccc3OC)o2)cc1,5,-6%,2.5%,-8%,12,-2,10,0%,3
CCCN(CCC)C(=O)C(c1ccccc1)C1(O)CCCCC1 (configuration not stated),.,-2%,.,3%,-20,.,.,-3%,.
CC(=O)c1ccc(N2CCN(S(=O)(=O)c3cc4c(cc3C)NC(=O)CO4)CC2)cc1,4,-4%,?,-5%,-6,8,-8,2%,6

Not all compounds are listed; count on the stated rates, not on these rows.
